# iPSC survival up: enhancers of human iPSC single-cell survival. hiPSC single-cell survival, ATPlite luminescence; 100% = ROCK inhibitor wells, 0% = DMSO. survival enhancement, % at 20 µM. 360,000 tested, 0.044% active; in the data active = survival enhancement above about 18%;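 also: cells exposed to compounds for 16 hours before the ATP read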
# ABCB6 inh MLPCN: blocks the human ABCB6 transporter. Q9NP58. K562-ABCB6 porphyrin accumulation, flow cytometry, 1 h; hits give low values. fluorescence ratio to DMSO, % at 10 µM. 360,000 tested, 0.19% active;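 active = fluorescence ratio to DMSO below 75%, the collection mean minus 3 SD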;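 also: signal is porphyrin accumulated inside mitochondria; 100% equals median channel fluorescence of DMSO control wells; lower ratio means ABCB6 inhibition with less porphyrin fluorescence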
# Exocytosis inh: blocks lytic granule exocytosis; 360,000 tested, 0.66% active; AID 651702; inhibition, % at 10 µM; TALL-104 LAMP-1 surface exposure, flow cytometry; cells stimulated with thapsigargin and PMA;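 active = inhibition above about 55%, limit read from the data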
# MC4R antagonist: human MC4R antagonism in cAMP assay | P32245 | MC4R-expressing cells, MTII-stimulated cAMP, LANCE TR-FRET | inhibition, % at 6.5 µM | 360,000 tested, 0.48% active;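 active = inhibition above its plate's cutoff, the mean of tested wells on that plate plus 3 SD, cut at about 29% in these data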;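 also: 0% = Melanotan II alone and 100% = Melanotan II plus saturating MCL0020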
# Target sequence (P32245 whole entry, looked up): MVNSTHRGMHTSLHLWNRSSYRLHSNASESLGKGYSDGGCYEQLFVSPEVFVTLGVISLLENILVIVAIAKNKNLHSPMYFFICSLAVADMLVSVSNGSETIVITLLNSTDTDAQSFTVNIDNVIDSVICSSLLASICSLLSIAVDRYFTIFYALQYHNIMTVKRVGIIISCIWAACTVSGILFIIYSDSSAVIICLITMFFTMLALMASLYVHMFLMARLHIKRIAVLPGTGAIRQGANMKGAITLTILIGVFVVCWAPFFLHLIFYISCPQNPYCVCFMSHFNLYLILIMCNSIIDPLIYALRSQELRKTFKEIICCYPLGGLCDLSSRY
#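 Test system: U2OS cells stably expressing human melanocortin 4 receptor (MC4R); also added: Melanotan II challenge; compound: 6.5 µM single dose; timing: 30-min compound preincubation, 1-h Melanotan II challenge, 1-h detection, room temperature; signal: Eu-cAMP/anti-cAMP TR-FRET, emission 671 nm; repeats: one well per compound, no replicates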
# HTR2A ag: agonists of mouse serotonin 5-HT2A receptor (HTR2A) | activation, % at 7.6 µM | AID 624169 | CHO-K1 mHTR2A beta-arrestin complementation, luminescence; percent of 30 µM serotonin response | 360,000 tested, 0.66% active | P35363;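 active = activation above a run cutoff, the mean activation of all tested compounds plus 3 SD, cut at about 14% in these data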;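 also: 0% = plate median of compound wells and 100% = 30 µM serotonin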
# Target sequence (P35363 whole entry, looked up): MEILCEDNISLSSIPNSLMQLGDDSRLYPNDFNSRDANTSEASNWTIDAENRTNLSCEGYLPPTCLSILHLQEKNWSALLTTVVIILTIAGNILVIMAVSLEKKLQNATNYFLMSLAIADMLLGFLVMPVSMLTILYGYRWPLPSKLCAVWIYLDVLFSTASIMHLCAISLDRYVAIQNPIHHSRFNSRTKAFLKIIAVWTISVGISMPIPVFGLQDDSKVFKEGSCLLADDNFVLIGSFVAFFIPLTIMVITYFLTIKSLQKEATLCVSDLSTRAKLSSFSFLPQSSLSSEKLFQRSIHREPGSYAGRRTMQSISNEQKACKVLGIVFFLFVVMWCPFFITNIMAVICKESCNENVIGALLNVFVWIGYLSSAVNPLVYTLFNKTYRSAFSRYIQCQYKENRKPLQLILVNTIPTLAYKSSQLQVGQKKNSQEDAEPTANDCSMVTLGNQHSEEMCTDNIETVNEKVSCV
# Glyco luc inh: blocks N-linked glycosylation in D54 reporter cells; D54 ERlucT glycosylation luciferase reporter, 24 h; percent of 100 nM tunicamycin response; reporter increase, % at 12.5 µM; 360,000 tested, 0.23% active;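 active = mean luciferase reporter signal, scaled so untreated is 0 and the glycosylation-blocking control 100, at or above a set limit in every replicate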;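 also: luciferase carries N-glycosylation sites so blocking glycosylation raises the light; 0% = median of neutral control wells and 100% = median of 100 nM tunicamycin wells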
# aDG glyco act: increases alpha dystroglycan glycosylation; Pro5-aDG cells, alpha-DG glycosylation AlphaScreen (IIH6); 0% Pro5, 100% B10-LARGE cell signal; activation, % at 10 µM; 360,000 tested, 0.22% active; AID 624168;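 active = activation of at least 8% versus controls, or a plate z-score of at least 8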;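 also: Pro5 are CHO cells carrying HIG-tagged alpha-DG that lacks glycosylation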
# ABHD5-PLIN5 inh: inhibitors of human ABHD5-perilipin-5 interaction. Q00G26+Q8WTS1. Split G. princeps luciferase complementation, luminescence, 4 h. inhibition, % at 4 µM. 360,000 tested, 0.78% active;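 active = inhibition above the mean inhibition across every tested compound plus 3 SD, cut at about 22% in these data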;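 also: 0% = DMSO only wells and the 100% control is not disclosed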
# MC4R ag barr: agonists of human melanocortin 4 receptor (MC4R) beta-arrestin | P32245 | U2OS MC4R beta-arrestin complementation, luminescence; percent of melanotan II response, DMSO zero | activation, % at 8.9 µM | 360,000 tested, 0.98% active | AID 540308;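 active = activation above a per-plate cutoff, the mean activation of sample wells on that plate plus 3 SD, cut at about 8% in these data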
# H9c2 protect: modulators protecting cardiomyocytes from myocardial damage. 360,000 tested, 0.63% active. protection from H2O2 cell death, % at 20 µM. AID 588492. H9c2 cardiomyocytes, H2O2 injury protection, ATPLite, 2 h;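 active = compounds giving at least 50% protection of heart cells from peroxide-induced death in the single-dose screen, raw or plate-pattern-corrected value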;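 also: 0% = DMSO wells with peroxide and 100% = DMSO wells without peroxide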
# * hit, by the source's call; x = no result given. Outcome played no part in choosing rows; about 4.5% have a hit in one of these screens.
SMILES,iPSC survival up,ABCB6 inh MLPCN,Exocytosis inh,MC4R antagonist,HTR2A ag,Glyco luc inh,aDG glyco act,ABHD5-PLIN5 inh,MC4R ag barr,H9c2 protect
CCN(CC)C(=O)C1CCC(C)(C(=O)O)C1(C)C (stereo not drawn),1.2,99.0,2.9,-1.2,3.4,-1.4,-0.1,-5.5,-0.5,-9.1
COc1cc(C(=O)Oc2cccc(/C=N/NC(=O)c3cccnc3)c2)cc(OC)c1OC,-0.8,92.0,-13.2,-8.1,3.3,19.4,-0.1,-3.4,-0.8,16.7
Cc1ccc(C(=O)NNC(=S)NC(=O)c2ccccc2)cc1,0.7,98.0,-0.6,-1.0,-8.8,1.5,0.4,7.2,-0.4,11.9
COc1ccc(C(CC(=O)O)NS(=O)(=O)c2ccc3c(c2)NC(=O)CO3)cc1 (stereo not drawn),-0.2,100.0,-1.1,10.7,2.1,0.4,-0.2,2.6,0.2,6.5
CCOCCCNC(=O)CN1C(=O)/C(=C\c2ccc(C)cc2)Sc2ccccc21,0.7,98.0,-1.9,3.7,-4.7,0.5,-0.1,-2.8,-1.0,-6.1
COc1cccc(NC(=O)CSc2nn3c(=O)c(C)nnc3s2)c1,0.2,99.0,-9.3,7.6,3.3,0.7,0.6,-2.8,-2.9,-1.2
O=C(c1ccc(Cn2c(=S)[nH]c3ccc(N4CCOCC4)cc3c2=O)cc1)N1CCN(c2ccc(F)cc2)CC1,0.1,92.0,2.3,-0.9,-1.0,-3.8,1.8,6.2,-2.1,-12.3
c1ccc2c(c1)CCN(c1nc3cc4c(cc3s1)OCO4)C2,-2.6,84.0,1.5,0.8,-5.5,-13.3,0.0,1.6,-0.9,-12.2
O=C(Cc1c[nH]c2ccccc12)Nc1ccccc1N1CCOCC1,0.5,95.0,-0.8,-0.5,-1.2,-0.4,0.1,0.7,1.6,20.2
CCOC(=O)C1CCN(C(=O)COC(=O)c2oc3ccc(OC)cc3c2C)CC1,-0.5,98.0,3.3,0.6,-2.4,2.2,0.6,10.6,-1.0,5.9
O=C(Nc1ccc(F)c([N+](=O)[O-])c1)c1cccs1,1.5,91.0,0.5,5.9,-1.6,-6.3,1.9,-0.7,-2.7,-17.1
CCOC(=O)c1sc(SC)c2c1CCCC2=O,0.4,104.0,10.3,5.8,-3.9,-1.4,0.2,5.1,-0.9,0.2
Cc1[nH]n(-c2ccc(C(=O)O)cc2)c(=O)c1CCO,-0.6,101.0,-2.3,-5.5,-2.4,1.0,-0.2,-1.2,-0.3,-2.8
O=C(CC(=O)c1ccccc1)Nc1ccccc1,0.0,96.0,-10.9,8.9,0.6,0.1,-0.1,2.6,-1.9,0.6
O=C(NCC1CCCO1)c1csc2c1CCCC2 (stereo not drawn),2.0,99.0,1.8,11.9,-2.2,0.5,-0.1,1.1,1.0,-1.9
CCCNC(=O)c1cc(C2CCCN(C(=O)c3ccc4c(c3)CCO4)C2)on1 (stereo not drawn),0.3,98.0,0.4,5.2,2.6,-1.5,0.0,-13.7,-0.6,-3.2
CCn1c(/C=C/c2c(C)[nH]c3ccccc23)nc2ccccc2c1=O,-0.8,96.0,-2.0,-0.7,1.9,19.0,-0.3,0.6,-0.6,-13.4
COC(=O)C(C(C)C)N1CCc2c(C)nc3c(C#N)cnn3c21 (stereo not drawn),-0.3,98.0,4.4,5.8,7.1,1.2,0.2,0.8,-2.4,-4.0
Cc1ccc(-n2cc(CN(C)CCc3cn[nH]c3)c(-c3cccc(C)c3)n2)cc1,-1.4,98.0,1.7,-1.4,-8.3,-0.4,1.6,9.9,0.8,7.1
CCOC(=O)c1sc(=S)n(-c2cc(OC)ccc2OC)c1N,0.2,102.0,-2.5,-2.5,1.3,1.7,-0.1,-10.0,-2.2,-0.8
CCN(C[C@H]1N[C@@](CC)(C(=O)OC)[C@H]2C(=O)N(C)C(=O)[C@@H]12)S(=O)(=O)c1ccc(C(F)(F)F)cc1,1.8,99.0,-0.1,14.3,-2.0,2.2,0.0,-3.2,-0.7,1.6
CN(C)C(=O)N1CCN(C(=O)N(C)C)CC1,0.6,92.0,-2.1,0.5,-3.0,1.9,-0.1,-3.5,-1.9,4.0
COC(=O)COc1ccc(S(=O)(=O)NCc2ccco2)cc1Cl,-0.4,97.0,-1.2,4.5,1.5,-0.3,-0.1,2.3,0.1,31.8
COc1ccc(NC(=O)CCNC(=O)Cn2ccc3ccccc3c2=O)cc1Cl,-0.5,101.0,0.6,13.4,0.7,1.3,0.0,3.5,-1.5,-0.7
O=C(CSc1ncnc2c1oc1ccccc12)c1cccs1,-2.3,111.0,8.2,20.8,5.3,-3.9,0.1,1.1,13.3*,-7.4
Cn1c(CCNS(=O)(=O)c2ccccc2)nnc1SCc1cccnc1,-0.4,89.0,-0.8,-4.9,3.7,0.9,-0.1,1.8,-0.1,-4.5
CN1C(=O)CC(NNC(=O)c2ccc(Cl)cc2)C1=O (stereo not drawn),-1.3,99.0,-1.8,-4.6,1.9,0.5,0.1,0.2,-0.4,-1.2
CC(C)[C@H](NC(=O)[C@@H]1Cc2ccccc2CN1)C(=O)NC1CCCCC1,0.3,103.0,4.5,10.3,-6.7,-0.9,0.4,-1.9,-2.5,1.5
O=C(/C=C/c1cccc(Br)c1)N1CCN(c2cccc(C(F)(F)F)c2)CC1,-1.4,106.0,14.1,10.2,0.3,2.7,-0.1,-6.4,-1.0,-5.4
O=C(NCCc1ccc(Cl)cc1)C1CCC(CNc2nc(=S)[nH]c3ccccc23)CC1 (stereo not drawn),-0.5,90.0,4.9,6.8,-5.4,1.8,2.6,3.9,16.5*,1.4
C/C(=N\NC(=S)Nc1c(C)cccc1C)c1cc2ccccc2o1,0.1,93.0,-2.8,18.5,-3.1,-4.7,0.4,-7.3,-3.1,-6.0
Cc1cc2nc(-c3ccco3)c(Cc3cccc(F)c3)n2c(C)c1Br,1.5,103.0,53.1,x,-5.8,1.1,0.0,23.1*,x,4.1
COc1cc(NC(=S)NC(=O)CC(C)C)ccc1NC(=O)c1cc2ccccc2o1,-2.4,95.0,-10.6,4.5,-1.6,-2.0,0.6,1.4,1.9,-3.2
CCCCN(C)CCC(=O)Nc1ccc2c(c1)CCC2,5.1,104.0,0.8,-0.9,-9.4,-0.9,0.9,-2.2,-0.4,-4.1
COc1ccc(Cc2nnc(NC(=O)Nc3ccc(F)cc3)s2)cc1OC,-0.3,98.0,-22.1,2.1,-0.9,-0.1,0.0,-1.8,1.9,-5.7
NC(CSCc1ccccc1)C(=O)Nc1ccc([N+](=O)[O-])cc1 (stereo not drawn),0.4,96.0,11.6,x,-0.7,1.1,-0.2,-13.2,x,0.9
Cc1nnc2sc(-c3ccccn3)nn12,-2.8,103.0,-3.0,7.1,6.4,2.1,0.0,0.7,-1.2,13.4
COc1ccc(N(CC(=O)NCc2cccnc2)S(=O)(=O)c2c(C)nn(C)c2C)cc1,17.9,104.0,-0.9,5.8,0.0,-3.3,2.8,12.4,-1.3,11.4
Cc1ccc(NC(=O)CNC(=O)Cc2cccc3ccccc23)c(O)c1,0.2,104.0,-15.7,11.5,-1.5,-0.1,0.7,-1.8,-4.1,-2.6
CCOC(=O)C1(CCOC)CCN(Cc2cnc(-c3cccc(C)c3)nc2)CC1,-1.1,93.0,1.5,4.8,-3.7,-0.1,0.7,-4.9,0.5,-0.1
Nn1c(-c2ccccc2)nc2ccccc2c1=O,1.0,103.0,0.2,5.5,-1.1,1.8,0.0,1.3,0.6,-6.3
Cc1ccc(CNS(=O)(=O)c2c(N)n(C)c(=O)n(C)c2=O)cc1,0.9,97.0,1.3,1.2,1.8,0.5,0.0,0.5,-1.7,3.5
Cc1nn(Cc2ccc(C(=O)Nc3nccs3)cc2)c(C)c1Cl,2.0,102.0,-6.8,2.0,-1.2,3.7,0.2,-2.4,0.7,-1.4
O=C(CN1CCN(C(=O)C2CC2)CC1)Nc1ccc(Cl)cc1F,0.1,99.0,-1.6,-3.5,12.5,-0.4,-0.1,-6.0,-2.9,2.1
CCOC(=O)C(C(=O)OCC)N(C#N)c1nc(SC)nc(N(C)C)n1,-1.7,106.0,-3.4,9.1,-1.2,0.3,0.2,5.1,0.1,4.4
Cc1cccc(-n2nc3c(c2NC(=O)c2ccc4c(c2)OCO4)CS(=O)(=O)C3)c1C,-0.3,97.0,-4.9,4.8,5.4,1.1,0.0,0.7,-1.7,0.6
Cc1ccc2nsnc2c1N(S(C)(=O)=O)S(C)(=O)=O,4.0,97.0,0.7,-3.3,4.8,1.3,-0.3,-1.7,2.5,-6.9
NC(=O)COc1ccc2oc(-c3ccccc3)cc(=O)c2c1,-0.4,96.0,0.8,-8.7,0.8,4.0,-0.1,1.5,0.8,-7.5
Cn1c(=O)c2c(nc(SCC(=O)N3CCc4ccccc4C3)n2C)n(C)c1=O,0.4,93.0,10.6,-2.1,6.4,0.2,0.1,1.1,3.1,-0.8
Cc1ccc(-c2nc(C)sc2CC(=O)OCC(=O)Nc2cccc([N+](=O)[O-])c2)cc1,-2.0,107.0,-2.9,-4.8,4.0,1.2,0.3,-4.9,-0.7,0.7
Cc1noc(NC(=O)c2cccc(Cl)c2Cl)c1C#N,1.8,96.0,-2.5,3.1,13.2,1.4,-0.1,0.7,-3.7,-17.6
COc1cccc(OCCSc2nc3ccccc3c(=O)[nH]2)c1,2.9,101.0,0.1,-1.9,1.1,-0.1,-0.1,-8.9,-0.5,5.0
CCN(CC)CCCN(C(=O)c1ccccc1C)c1nc(-c2ccc(OC)cc2)cs1,0.1,99.0,13.4,11.3,-9.8,-3.7,0.3,-1.0,-1.0,3.2

# Arranged by formula weight (falling): 5 of the compounds above
SMILES,iPSC survival up,ABCB6 inh MLPCN,Exocytosis inh,MC4R antagonist,HTR2A ag,Glyco luc inh,aDG glyco act,ABHD5-PLIN5 inh,MC4R ag barr,H9c2 protect
CCCNC(=O)c1cc(C2CCCN(C(=O)c3ccc4c(c3)CCO4)C2)on1 (stereo not drawn),0.3,98.0,0.4,5.2,2.6,-1.5,0.0,-13.7,-0.6,-3.2
CCOC(=O)C(C(=O)OCC)N(C#N)c1nc(SC)nc(N(C)C)n1,-1.7,106.0,-3.4,9.1,-1.2,0.3,0.2,5.1,0.1,4.4
C/C(=N\NC(=S)Nc1c(C)cccc1C)c1cc2ccccc2o1,0.1,93.0,-2.8,18.5,-3.1,-4.7,0.4,-7.3,-3.1,-6.0
c1ccc2c(c1)CCN(c1nc3cc4c(cc3s1)OCO4)C2,-2.6,84.0,1.5,0.8,-5.5,-13.3,0.0,1.6,-0.9,-12.2
CCOC(=O)c1sc(SC)c2c1CCCC2=O,0.4,104.0,10.3,5.8,-3.9,-1.4,0.2,5.1,-0.9,0.2
